MT stabilize HCS: microtubule stabilizers in HeLa cells; HeLa tubulin immunostaining HCS, 24 h; share of cells brighter than vehicle mean+2SD; % tubulin-high responders, % at 10 µM; 200,000 tested, 0.83% active; AID 2205;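 active = plate Z-score above 3 for both tubulin-high and condensed-nucleus cell shares, with cell loss under 80%, at 10 µM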;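 also: anti alpha tubulin signal scored within the nucleus-defined area of each cell; some results filed as inactive read as strong as hits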
NOD1 inhibition: NOD1 signaling inhibitors, primary screen, cell-based, luminescence, uHTS (AID 1578) | NOD1-driven NF-kB luciferase reporter cells, luminescence; higher % means a stronger effect | 290,000 tested, 1% active | inhibition, % at 4 µM; hits with a dose series show EC50 in µM; in the data active = inhibition mostly above about 36%, no sharp cut-off; inactive = mostly below about 34%;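 also: HEK-293T reporter cells stimulated with the NOD1 agonist gamma-tri-DAP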
HEK293 NOD2/NF-kB: NOD2 signaling inhibitors, cell-based, luminescence, uHTS, HEK293 (AID 1566). HEK293 NOD2/NF-kB luciferase reporter, luminescence; higher % means a stronger effect. one-dose inhibition, % at 4 µM; EC50 in µM for titrated hits. 290,000 tested, 0.63% active; in the data active = inhibition above about 50%; also: many of its hits are not listed in these tables
Autophagy HCS: autophagy modulation, high-content screen; calls only at 10 µM (by protocol); MEF GFP-LC3 puncta imaging; test concentration mostly 10 µM; 190,000 tested, 0.98% active;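 active = percentage of spot-positive cells more than 3 SD above its plate mean, without a fluorescence outlier flag or 80% toxicity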;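 also: spot-positive cell cutoff set from DMSO-treated cells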
b-catenin transl: beta-catenin nuclear translocation modulation | 190,000 tested, 0.3% active | AID 1665 | HeLa beta-catenin nuclear translocation, immunofluorescence imaging | nuclear translocation activity, % at 5 µM;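 active = nuclear translocation activity above 50% at 5 µM, with a well cell count of 50 or more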;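 also: per-cell ratio of nuclear to cytoplasmic median beta-catenin stain intensity; plate controls were DMSO negative control for no effect and GSK-3 inhibitor IX positive control for full effect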
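System: Human HeLa cells, endogenous beta-catenin | Compound dosing: 5 µM primary, 0.02–20 µM confirmation | Timing: 24 h compound exposure at 37°C, 5% CO2 | Measured by: Fluorescence imaging of beta-catenin antibody stain plus DAPI | Read-out basis: % activation of per-cell nuclear versus cytoplasmic median beta-catenin signal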
Yfh1-depleted yeast: mitochondrial function rescue without frataxin homolog – Friedreich's ataxia, plus single-dose screen, dose response (AID 1465); S. cerevisiae Yfh1-off respiration, WST-1 reduction, 72 h; higher fold induction means a stronger effect; fold induction at 50 µM, or EC50 in µM where a hit was titrated; 220,000 tested, 0.074% active;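 active = fold induction of absorbance versus untreated yeast above a set limit, then at least 30% activation at any dose in follow-up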;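 also: activators that raise dye reduction in frataxin-depleted yeast; strong numbers were not always called active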
Dynein cargo inh: blocks dynein driven cargo transport along microtubules. 3617.4 mouse cells, GR-EGFP nuclear translocation imaging; test concentration mostly 20 µM; stimulated with dexamethasone, 1 µM; active compounds read low. 220,000 tested, 0.47% active. z-score, hits read low;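 active = plate z-score of nuclear minus cytoplasmic receptor signal below a set negative limit, without overly bright fluorescence or cell loss, cut at about -3.5 in these data, passing the limit was not always enough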;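 also: z-score of nuclear minus cytoplasmic ring GR-EGFP intensity difference per well; some compounds called inactive have numbers as strong as hits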
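medium = tetracycline-free induction medium containing charcoal-stripped FBS | probe or stimulus = dexamethasone, 1.0 µM final | timing = 48 h induction, then 1 h compound, then 30 min agonist, 37 °C | detection = automated 10x imaging of fixed Hoechst-stained cells | read-out basis = nuclear versus cytoplasmic GR-EGFP signal, averaged per well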
P. falciparum M17LAP: P. falciparum M17LAP inhibitors, primary screen, biochemical, fluorogenic H-Leu-NHMec substrate, 1536-well (AID 1619); recombinant M17LAP, H-Leu-NHMec fluorogenic kinetic assay; higher % means a stronger effect; one-dose inhibition, % at 30 µM; IC50 in µM for titrated hits; 220,000 tested, 0.38% active;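 active = compound inhibiting the enzyme by more than half at any dose during confirmatory dose-response retesting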;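 also: plate controls were full reaction with DMSO carrier for no effect and no enzyme background for full effect; strong numbers were not always called active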
Ins promoter up: MIN6 insulin promoter up-regulation; MIN6 insulin promoter-GFP reporter, high-content imaging; active compounds read high; z-score at 5 µM; 190,000 tested, 0.3% active;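 active = z-score above 3 at 5 µM with at least 500 cells counted in the well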
Dynein cargo inh cytoplasmic EGFP: recorded beside Dynein cargo inh, whose call it bears; z-score; measured here: cytoplasmic GR-EGFP intensity; active compounds read high
Dynein cargo inh nuclear GR-EGFP: also measured in Dynein cargo inh; calls as there; z-score; measured here: nuclear GR-EGFP intensity;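 lower value marks the stronger effect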
Dynein cargo inh cell count: second read-out of Dynein cargo inh, no call of its own (marks repeat the call); z-score; measured here: cell count per field
Ins promoter up cell count: also measured in Ins promoter up; calls as there; cell count; measured here: cytotoxicity, nuclei count;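 total cells summed across four imaged fields per well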
b-catenin transl cell count 5 µM: further read-out of b-catenin transl, marked with its call; cell count; measured here: cell count, cytotoxicity flag
MT stabilize HCS Hoechst-high %: recorded beside MT stabilize HCS, whose call it bears; % Hoechst-high responders; measured here: nuclear condensation Hoechst responders;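 share of cells brighter than vehicle mean plus two SD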
MT stabilize HCS cytotoxicity %: recorded beside MT stabilize HCS, whose call it bears; toxicity, %; measured here: cytotoxicity by cell density;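 0% = mean cell density of plate MIN control wells and 100% = no cells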
Autophagy HCS cell loss 18 h: also measured in Autophagy HCS; calls as there; toxicity, %; measured here: cell loss, nuclei count;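 cell loss after 18 h compound exposure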
Active calls of the source: *; i = inactive; x = no result given; + = active, no number.

Structure	MT stabilize HCS	MT stabilize HCS Hoechst-high %	MT stabilize HCS cytotoxicity %	NOD1 inhibition	HEK293 NOD2/NF-kB	Autophagy HCS	Autophagy HCS cell loss 18 h	b-catenin transl	b-catenin transl cell count 5 µM	Yfh1-depleted yeast	Dynein cargo inh	Dynein cargo inh cytoplasmic EGFP	Dynein cargo inh nuclear GR-EGFP	Dynein cargo inh cell count	P. falciparum M17LAP	Ins promoter up	Ins promoter up cell count
CCC1CCCCN1c1nc(-c2ccncc2)nc2ccccc12 (stereo not given)	1.7	1.5	4.6	29%	4%	i	-8	x	x	i	-0.6	-0.28	-0.34	0.51	0%	-0.54	896
O=C(CSc1nc(-c2cccs2)cc(C(F)(F)F)n1)NCc1ccccc1	1.6	1.4	11	-2%	0%	i	12	0.6	1150	i	0.82	-0.25	0.29	-0.22	2%	0.28	851
O=C(CSc1nnc(-c2cccs2)o1)N1CCCCC1	2.0	2.4	6.6	-23%	-63%	i	7	x	x	i	-0.71	-0.17	-0.36	0.25	0%	0.1	878
NC(=O)c1ccccc1OCC(=O)O	2.4	2.0	7.8	1%	-82%	i	3	x	x	i	1.4	-0.19	0.49	-1.5	1%	x	x
FC(F)(F)c1ccc(C2[C@H]3CN(Cc4cccnc4)[C@H](c4ccccc4)C34CC2(c2cccnc2)C4)cc1 (stereo not given in full)	x	x	x	-12%	-4%	x	x	0.1	1324	i	0.42	-0.099	0.21	-1.1	-4%	-1	1013
CSc1nc(=O)n2cccc(C)c2n1	2.4	1.2	3.8	-16%	-6%	i	22	0.0	1080	i	-0.74	-0.18	-0.67	-0.49	18%	0.61	1988
Cc1ccc(NC(=O)c2ccc(S(=O)(=O)NCC3CCCO3)cc2)cc1C (stereo not given)	4.0	1.4	6.4	x	x	i	19	-0.5	1047	i	0.71	-0.0041	0.85	-0.83	-20%	0.25	1509
CNC(=O)c1ccsc1NC(=O)c1ccc(S(=O)(=O)N2CCOCC2)cc1	1.8	2.4	4.6	-13%	7%	i	-2	-4.0	492	i	0.016	-0.29	-0.32	-0.062	7%	0.38	1246
Cc1ccc(NC(=O)Cn2nnc3ccccc3c2=O)cc1	2.2	2.2	2.1	-26%	-19%	i	-3	0.4	997	i	0.98	-0.091	0.16	-0.59	-1%	-0.22	1067
COc1ccc(OC)c(Nc2ncnc3c2cnn3-c2ccccc2)c1	2.8	1.7	7.9	-20%	-13%	i	-2	x	x	i	2	-0.13	1.4	-1.7	3%	0.33	1226
COc1ccc(-c2ccc(NCCC3=CCCCC3)nn2)cc1OC	2.2	2.2	8.5	-68%	-42%	i	-3	-4.3	1024	i	-0.68	-0.14	-0.024	0.18	3%	-1.3	1266
Cc1[nH]c2ccccc2c1C(C[N+](=O)[O-])c1cccc(O)c1 (stereo not given)	1.9	1.1	6.6	-21%	12%	i	20	1.2	1015	i	0.65	-0.23	-0.052	0.37	-1%	-0.47	1636
c1ccc(CN2C3=NCCN3c3ccccc32)cc1	1.7	3.1	8.0	56%	-19%	i	1	x	x	i	-0.0079	-0.18	0.022	-0.65	-3%	-0.43	1263
Cc1ccccc1CSCCNC(=S)Nc1ccccc1	2.3	1.3	9.8	-34%	-13%	i	13	-3.6	1085	i	-0.095	-0.083	0.11	-0.55	-2%	-0.77	1494
Oc1ccc(N=Nc2nc(-c3ccccc3)c(-c3ccccc3)[nH]2)cc1	3.9	2.4	7.5	-1%	-7%	i	-2	x	x	i	-0.67	-0.011	-0.61	0.59	-6%	-0.9	946
O=C(Nc1ccccc1-c1ccccc1)c1ccc(Cl)c([N+](=O)[O-])c1	4.2	2.5	24	10%	5%	i	22	-0.6	914	i	0.35	-0.3	0.075	0.26	-2%	x	x
CCOC(=O)Cc1csc(NC(=O)NC2(C(F)(F)F)Oc3cc(Cl)c(Cl)cc3O2)n1	2.5	2.5	5.0	12%	16%	i	2	x	x	i	-0.11	-0.069	0.025	-0.84	28µM*	0.73	889
CCOCCCNC(=S)NCCNc1nc2c(C)cccc2cc1C#N	1.8	1.5	11	-2%	-3%	i	-6	1.6	1058	i	-0.61	-0.19	-0.7	0.8	-33%	-0.2	1669
COc1ccc(NC(=O)c2noc3c2CCCCC3)cc1	1.6	1.3	4.0	-38%	-81%	i	3	-0.6	1036	i	-0.68	-0.33	0.39	0.75	1%	0.78	1306
Cc1ccccc1OCCC(=O)OCC(=O)Nc1cc(S(=O)(=O)N2CCOCC2)ccc1Cl	2.2	1.7	1.9	-28%	4%	i	-2	-0.6	1048	i	-1.2	-0.091	-0.99	-0.15	-13%	-0.56	1339
CCCc1c(C)c2cccc(C)c2[nH]c1=O	2.4	1.6	6.0	4%	-3%	i	12	-0.2	1270	i	-0.67	-0.21	-0.33	0.84	-17%	-0.05	1178
CC(=O)c1cccc(NC(=O)c2ccc(N(Cc3ccccc3)S(C)(=O)=O)cc2)c1	2.9	1.8	0.7	-8%	1%	i	-3	-3.2	1063	i	0.21	-0.22	0.059	-0.11	-4%	0.95	931
N/C(=N\OC(=O)COc1cc(Cl)c(Cl)cc1Cl)c1ccccn1	2.2	2.4	8.5	-15%	-234%	i	13	-0.2	983	i	0.12	-0.14	0.39	0.17	-3%	0.32	1627
CCN(CC)CCCN1C(=O)C(=O)/C(=C(/O)c2ccccc2)C1c1cc(OC)ccc1OC (stereo not given)	x	x	x	4%	0%	x	x	-0.4	1099	i	x	x	x	x	x	-1.9	1097
COc1ccc(-c2noc(CCC(=O)NCCCN3CCC(Cc4ccccc4)CC3)n2)cc1	4.7	1.8	3.3	-56%	-5%	+	14*	x	x	i	7.4	2	4.7	-5	-8%	-1.8	929
CCOC(=O)C1=NN(C(=O)Nc2cccc(C(F)(F)F)c2)C2C(=O)N(c3cccc(C(F)(F)F)c3)C(=O)C12 (stereo not given)	1.1	1.8	9.0	-21%	3%	i	-9	-1.5	1116	i	-0.24	-0.19	-0.57	0.47	34%	0.01	1856
O=C(CN1CCCCC1)Nc1ccc(F)c(Cl)c1	2.3	2.2	5.8	0%	-2%	i	20	2.7	785	i	-0.33	-0.14	0.4	0.35	1%	-0.42	1111
CCOC(=O)c1c(C)[nH]c(N=Nc2ccccc2)c1C	2.9	3.5	7.9	-77%	-39%	i	-40	-0.8	1208	i	0.054	-0.27	-0.18	0.9	-12%	-1	706
CC(=O)NN1C(=O)c2ccccc2NC1c1ccccn1 (stereo not given)	5.0	1.9	1.0	-29%	9%	i	3	0.7	1105	i	-0.18	-0.27	-0.1	1.1	-72%	-0.44	1510
Cc1nc2scc(-c3ccccc3)c2c(=O)n1N=C1C=CC(=O)C=C1	3.3	2.7	2.8	28%	-4%	i	0	2.4	1248	i	-2.7	5.2	-1.4	-2.1	9%	-0.61	1455
Cn1c(=O)c(C(=O)CN2CCc3ccccc32)c(N)n(Cc2ccccc2)c1=O	5.0	2.4	9.4	-9%	18%	i	0	-1.8	1178	i	-0.69	-0.11	-0.48	-0.15	-2%	-0.45	1422
OCC1(Cc2ccccc2)CCN(C2CCN(c3ccccc3F)CC2)CC1	4.2	1.9	10	6%	-2%	i	0	-1.3	960	i	-1.2	-0.3	-0.77	1.1	-1%	-0.07	1410
CC(=O)c1cc2c(C)c(C(=O)c3ccccc3)oc2cc1O	1.5	2.1	4.3	-18%	-142%	i	0	3.4	1075	i	-0.099	-0.25	-0.3	0.33	1%	-0.01	1297
O=C(NCN1C(=O)C2C3C=CC(C3)C2C1=O)Nc1nncs1 (stereo not given)	4.0	1.9	6.3	-14%	10%	i	-7	-3.3	617	i	-0.47	-0.14	0.28	-0.045	-1%	-0.43	1172
COc1cc(OC)nc(/N=C/N(C)C)n1	2.3	1.8	5.9	-16%	24%	i	14	-1.0	892	i	-0.62	-0.29	-0.27	0.82	0%	-0.71	1550
O=C(COC(=O)C1(c2ccc(Cl)cc2)CCCC1)N1CCc2ccccc21	6.2	2.8	7.9	-23%	3%	i	7	-1.8	1106	i	-0.15	-0.24	-0.055	0.12	-3%	-1.2	1512
Cc1ccc(C(=O)O/N=C(\N)c2ccc(Br)cc2)cc1	4.5	2.9	4.1	-33%	-38%	i	-1	x	x	x	2.8	0.13	1.9	-1.3	-12%	0.33	907
O=C(CN1CCN(c2ccccn2)CC1)Nc1cccc(S(=O)(=O)N2CCCC2)c1	2.5	1.2	14	-11%	15%	i	-12	-2.2	1110	i	0.78	-0.029	0.83	-1.4	0%	0.08	1329
COc1ccc(CCN=Cc2c(C)[nH]n(-c3ccc([N+](=O)[O-])cc3)c2=O)cc1OC	3.6	3.3	9.2	-17%	0%	i	-4	-0.6	1164	i	-0.061	-0.17	0.11	-0.47	7%	-0.12	1303
NC(=O)CSc1nc2ccccc2c(=O)n1Cc1ccco1	2.3	0.9	3.8	-35%	2%	i	-11	1.2	436	i	0.13	-0.22	-0.099	0.44	5%	x	x
COc1ccc(Oc2coc3cc(OC(=O)/C=C/c4ccccc4)ccc3c2=O)cc1	3.0	3.2	8.4	-29%	8%	i	-16	-0.8	1152	i	0.39	-0.14	0.24	-1	2%	0.09	1633

Source: PubChem

An excerpt, so the mix of outcomes need not match the whole.
